Screens deposited in PubChem by PCMD.
eIF2B yeast act: eIF2B (yeast) activity modulation. S. cerevisiae eIF2B-epsilon R284H, GCN4-lacZ luminescence. inhibition, % at 25 µM (by protocol). 27,000 tested, 0.91% active. AID 688;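 active means mutant luminescence inhibited past about 50% while wild type luminescence and mutant growth stay under set limits, limit read from the data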; further: some compounds called inactive have numbers as strong as hits
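Assay system: yeast eIF2B-epsilon R284H mutant carrying GCN4–beta-galactosidase fusion / Buffer or medium: YPD / Incubation: 16 h growth with compound at 30 °C, 90 min Beta-Glo step / Detection: Beta-Glo luminescence after Z-buffer lysis, growth by 595 nm absorbance / Read-out: % inhibition of reporter signal and growth versus controls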
Yeast growth tox: Inhibitors of S. cerevisiae growth, toxicity. S. cerevisiae wild-type growth, A595 turbidity, 16 h. growth inhibition, % at 25 µM (by protocol). 30,000 tested, 0.3% active. AID 685;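 active means mutant and wild-type yeast strains alike exhibit over 30% growth inhibition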;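 further: 0% = untreated cell controls and 100% = YPD media blanks without cells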
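Test system: Wild-type and eIF2Bepsilon-R284H mutant S. cerevisiae, screened separately | Dosing: Single 25 µM compound dose in 0.2% DMSO | Schedule: 16 h compound exposure during growth at 30 °C | Detection: A595 turbidity | Evaluation: Growth inhibition (%) versus cell controls and blanks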
Yeast growth tox inhibition %: further read-out of Yeast growth tox, marked with its call; growth inhibition, %; S. cerevisiae eIF2Bepsilon-R284H mutant growth, A595 turbidity, 16 h;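 each compound tested once at 25 µM; 0% equals untreated cells and 100% equals cell-free medium blanks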
eIF2B yeast act mutant toxicity: second read-out of eIF2B yeast act, no call of its own (marks repeat the call); growth inhibition, %; measured here: mutant yeast growth, toxicity;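 each compound tested once at 25 µM; zero equals untreated control growth and 100 equals blank medium absorbance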
* marks the source's active call; other numbers are inactive results; · = no result given.

SMILES	eIF2B yeast act	eIF2B yeast act mutant toxicity	Yeast growth tox	Yeast growth tox inhibition %
Fc1cccc(-n2ncc(-c3nnnn3-c3ccccc3)c2C(F)(F)F)c1	21	·	-4	0
Clc1ccc2nc(N3CCCCC3)[nH]c2c1	37	-3	14	-3
O=S(=O)(c1ccccc1)N1CCN(C2CCN(Cc3ccccc3)CC2)CC1	33	3	1	3
CCOC(=O)c1sc(NC(=O)c2ccc(C)s2)cc1C	7	·	2	0
Cc1sc2nc(CN(CCc3ccccc3)C(=O)c3ccco3)[nH]c(=O)c2c1C	-17	-6	-23	-6
CC(=O)Nc1ccc(NC(=O)CSc2nnc(-c3ccco3)n2Cc2ccco2)cc1	12	-5	-10	-5
CC(Sc1ccccn1)C(=O)Nc1ccc(S(N)(=O)=O)cc1 (stereo unspecified)	-2	11	11	11
COc1ccc(C(=O)c2ccc(Cl)cc2)c2ccccc12	16	10	-9	10
Cc1cccc(N2C(=O)CC(Sc3nnc(C)s3)C2=O)c1 (stereo unspecified)	-13	·	·	·
COc1cc(C)c2occ(/C(C)=N\O)c2c1	6	10	16	10

Shown field by field: part of the list above
> Clc1ccc2nc(N3CCCCC3)[nH]c2c1
  eIF2B yeast act = 37
  eIF2B yeast act mutant toxicity = -3
  Yeast growth tox = 14
  Yeast growth tox inhibition % = -3
> Cc1cccc(N2C(=O)CC(Sc3nnc(C)s3)C2=O)c1 (stereo unspecified)
  eIF2B yeast act = -13
  eIF2B yeast act mutant toxicity = ·
  Yeast growth tox = ·
  Yeast growth tox inhibition % = ·
> O=S(=O)(c1ccccc1)N1CCN(C2CCN(Cc3ccccc3)CC2)CC1
  eIF2B yeast act = 33
  eIF2B yeast act mutant toxicity = 3
  Yeast growth tox = 1
  Yeast growth tox inhibition % = 3
> CC(=O)Nc1ccc(NC(=O)CSc2nnc(-c3ccco3)n2Cc2ccco2)cc1
  eIF2B yeast act = 12
  eIF2B yeast act mutant toxicity = -5
  Yeast growth tox = -10
  Yeast growth tox inhibition % = -5

New compounds follow
SMILES	eIF2B yeast act	eIF2B yeast act mutant toxicity	Yeast growth tox	Yeast growth tox inhibition %
COc1ccc(OC)c(S(=O)(=O)n2nnc3ccccc32)c1	-6	32	12	32
CCc1[nH]c(=O)c(C#N)c2c1COC(C)(C)C2	12	16	20	16
COc1ccc(S(=O)(=O)N(n2c(C)nnc2-n2nc(C)cc2C)S(=O)(=O)c2ccc(OC)cc2)cc1	46	3	-2	3
COc1cccc(OCC(=O)NC2CCCCC2)c1	29	-7	9	-7
COc1ccc(CN2CN(C(C)C)CSC2=S)cc1	45	82	45*	82*
Cc1ccc2c(c1)N(CCC(=O)NCc1cccnc1)C(=O)CO2	20	-15	5	-15
CC(NC(=O)c1cc(-c2ccc3c(c2)OCO3)nc2ccccc12)C(C)(C)C (stereo unspecified)	10	8	16	8
O=S(=O)(NCc1ccco1)N1CCOCC1	·	·	2	6
O=C(CN1CCC(n2nnc3cc(F)ccc32)CC1)N1CCc2ccccc2C1	12	4	-3	4
COc1ccccc1NC(=O)CSc1nnc(Cn2cnc3ccccc32)n1C	25	21	18	21
CN1CCOCCOCCN(C)C(=O)N2CCOCCOCCN(CCOCC2)C1=O	·	·	13	13
O=C(O)c1ccc(-n2nc(C(F)(F)F)c3c2-c2ccoc2CC3)cc1	-12	·	·	·
CC(C)C[C@H](NC(=O)NCCc1ccc(Cl)cc1)C(=O)O	-12	4	21	4
O=C(NC(Cc1ccccc1)C(=O)OCC(=O)N1CCc2ccccc21)c1ccco1 (stereo unspecified)	52*	·	-19	3
Cc1ccc(-c2nnc(SCc3nc4ccccc4[nH]3)n2Cc2ccco2)cc1	-11	-9	1	-9
COc1ccc(/C=N/n2c(C)nnc2C)c(OC)c1OC	28	15	3	15
O=C(Nc1cccnc1)c1ccc(COCC(F)(F)F)cc1	29	4	11	4
CCOCCCNC(=O)NC12CC3CC(CC(C3)C1)C2	19	26	7	26
O=c1c2[nH]c3ccccc3c2ncn1CCN1CCNCC1	18	14	11	14
CCOC(=O)c1ccc2c(c1)nc(SCC(=O)c1ccco1)n2CC	15	-23	3	-23

Four entries from above, reformatted.
Under each structure: eIF2B yeast act | eIF2B yeast act mutant toxicity | Yeast growth tox | Yeast growth tox inhibition %
- O=S(=O)(c1ccccc1)N1CCN(C2CCN(Cc3ccccc3)CC2)CC1
 : 33 | 3 | 1 | 3
- CCOC(=O)c1sc(NC(=O)c2ccc(C)s2)cc1C
 : 7 | · | 2 | 0
- Cc1sc2nc(CN(CCc3ccccc3)C(=O)c3ccco3)[nH]c(=O)c2c1C
 : -17 | -6 | -23 | -6
- CC(=O)Nc1ccc(NC(=O)CSc2nnc(-c3ccco3)n2Cc2ccco2)cc1
 : 12 | -5 | -10 | -5

Next part.
SMILES	eIF2B yeast act	eIF2B yeast act mutant toxicity	Yeast growth tox	Yeast growth tox inhibition %
COc1ccc(NCc2ccc3c(c2)OCO3)cc1Cl	33	7	0	7
COc1ccc(S(=O)(=O)NCc2ccc(C)cc2)cc1	14	16	19	16
O=C(Cc1ccc(Cl)cc1)Nc1ccc(N2CCN(C(=O)c3ccco3)CC2)c(Cl)c1	15	·	·	·
CCOC(=O)c1sc(NC(=O)CSc2ccccn2)c(C#N)c1C	-18	-43	6	-43
c1ccc(-c2nnc(SCc3nc4ccccc4[nH]3)n2Cc2ccco2)nc1	18	·	3	0
CC(C)(C)C1CCc2c(sc(NC(=O)c3ccco3)c2C(N)=O)C1 (stereo unspecified)	1	-23	-14	-23
COC(=O)c1ccc2c(=O)n(CCC3=CCCCC3)c(SCC(=O)N3CCCC3)nc2c1	6	-59	-31	-59
CCn1c(SCC(=O)Nc2cccc(OC)c2)nnc1-c1ccc(Cl)cc1	19	-22	0	-22
Cc1ccc(NCc2nnc3n2CCCCC3)cc1	-26	·	-21	0
CC1CC1C(=O)NCCc1ccc(Cl)cc1 (stereo unspecified)	23	7	-1	7
Fc1ccc(-c2csc3[n+]2CCS3)cc1	·	·	-1	-27
Cc1nnc(C)n1/N=C/c1ccc(C(=O)O)cc1	·	·	10	22
CC(=O)Nc1ccc(OCC(=O)c2ccc(C)cc2C)cc1	-13	5	-3	5
CCCCCCN1C2=NCCN2c2ccccc21	16	11	12	11
O=S(=O)(c1cc(F)cc(F)c1)N1CCN(c2ncccn2)CC1	10	-24	-12	-24
Cc1ccc(C(=O)Nc2c(C)n(C)n(-c3ccccc3)c2=O)cc1S(=O)(=O)N1CCOCC1	-7	3	-1	3
CN1CCN(CCC(=O)Nc2ccc3c(c2)OCO3)CC1	56*	·	7	7
CS(=O)(=O)N1CCC(C(=O)Nc2ccc3c(c2)OCO3)CC1	24	27	6	27
Cc1cccc(NC(=S)NNC(=O)CCn2nc(C)c([N+](=O)[O-])c2C)c1	23	3	0	3
CO[C@@H]1O[C@@H]2COC(c3ccccc3)O[C@@H]2[C@@H](OC)[C@@H]1O (stereo partly specified)	-1	14	-3	14

Compound profiles (already shown):
CO[C@@H]1O[C@@H]2COC(c3ccccc3)O[C@@H]2[C@@H](OC)[C@@H]1O (stereo partly specified) reads eIF2B yeast act: -1; eIF2B yeast act mutant toxicity: 14; Yeast growth tox: -3; Yeast growth tox inhibition %: 14
O=S(=O)(c1cc(F)cc(F)c1)N1CCN(c2ncccn2)CC1 reads eIF2B yeast act: 10; eIF2B yeast act mutant toxicity: -24; Yeast growth tox: -12; Yeast growth tox inhibition %: -24

More results follow:
SMILES	eIF2B yeast act	eIF2B yeast act mutant toxicity	Yeast growth tox	Yeast growth tox inhibition %
O=C1CCC(C(=O)Nc2cccc(C(F)(F)F)c2)N1 (stereo unspecified)	15	3	11	3
COc1ccc(N=C2NC(=O)S/C2=C\c2ccc(N(C)C)cc2)cc1	-1	-5	-1	-5
COc1ccccc1NC(=O)N1CCCC1C(=O)Nc1ccc(NC(C)=O)cc1 (stereo unspecified)	·	·	-6	-14
CCOC(=O)Cn1c(=S)[nH]c2c(oc3ccc(Cl)cc32)c1=O	15	9	-3	9
C=CCNC(=S)NNC(=O)C(CCC(C)C)CC(C)O (stereo unspecified)	·	·	11	13
COc1ccc(-n2c(N)c(C(=O)NCc3cccnc3)sc2=S)cc1	·	·	-46	-7
COc1ccc2nc3c(cc2c1)c(NC(=O)C1CCCO1)nn3CC(C)C (stereo unspecified)	19	6	4	6
COc1cc2[nH]c(=O)n(CCCC(=O)NCCc3ccccc3)c(=O)c2cc1OC	14	15	12	15
CCCc1cc(=O)n2[nH]c(-c3cc(OC)c(OC)c(OC)c3)nc2n1	24	9	19	9
COCCCNC(=O)Cn1nc(-c2ccccc2OC)ccc1=O	7	-24	10	-24
O=C(O)C1C2C=CC(C2)C1C(=O)N1CCOCC1 (stereo unspecified)	23	-11	12	-11
COCCN1Cc2cccc(C(=O)Nc3ccccc3OC)c2C1=O	0	-15	-13	-15
Cc1ccc(CSC2=Nc3ccccc3C3=NC(CCC(=O)NCc4ccco4)C(=O)N23)cc1 (stereo unspecified)	20	35	7	35
COc1ccccc1-n1cnnc1SCc1csc(-c2ccccc2)n1	·	·	19	13
CC1CCN(C(=O)CSc2nc(N)cc(N)n2)CC1	19	-18	9	-18
Cc1nnc(SCC(=O)Nc2ncc(Cl)cc2Cl)n1Cc1ccccc1	·	·	15	20
CCc1n[nH]c2c1/C(=N/O)CCC2	6	·	36	0
CCOC(=O)N1CCC(NC(=O)C(Cc2ccccc2)NC(=O)C2CCCCC2)CC1 (stereo unspecified)	12	15	8	15
CCN(CC)c1ccc(C2NCC(c3ccc([N+](=O)[O-])cc3)O2)cc1 (stereo unspecified)	-2	·	·	·
CCNc1nc(-c2ccc(Cl)cc2)cs1	5	30	17	30
CCOc1ccccc1C(=O)n1nc2nc(C)cc(C)c2c1N	22	-31	11	-31
CC(C)[C@H](N)c1nnc(SC/C=C/c2ccccc2)o1	·	·	33	14
CC(C)(C)C(=O)N1CCCC1C(=O)O (stereo unspecified)	·	·	-5	22
CC(Sc1nnc2ccccn12)C(=O)N1CCc2ccccc2C1 (stereo unspecified)	·	·	19	10
C=CCc1c(C)c(C#N)c2nc3ccccc3n2c1N1CCN(C)CC1	20	9	14	9
CCC(C)COC(=O)C(C#N)c1nc2ccccc2nc1N1CCCCC1 (stereo unspecified)	17	11	14	11
CN(c1ccc(C(=O)Nc2ccccc2C(=O)N2CCOCC2)cc1)S(C)(=O)=O	31	-4	3	-4
Cc1ccc(CNC(=O)CS(=O)CC(=O)O)cc1 (stereo unspecified)	10	18	16	18
Cc1nn(CC(=O)Nc2ccccc2)c(=O)c2ccccc12	-34	·	·	·
CCOC(=O)c1oc2cc(C)cc(O)c2c(=O)c1-c1csc(C)n1	·	·	3	15
O=c1c2ccccc2oc2ncccc12	21	15	10	15
COc1ccccc1/C=c1\sc2nc(-c3ccncc3)nn2c1=O	48	-10	-24	-10
O=C(CSc1nnc(C2CC2)n1-c1ccccc1)Nc1ccc(N2CCOCC2)cc1	24	11	7	11
O=C(OCC(O)C(O)COC(=O)c1ccccc1)c1ccccc1 (stereo unspecified)	19	14	8	14
CCOc1ccccc1C1CC(=O)NC2=C1C(=O)CC(C)(C)C2 (stereo unspecified)	24	-9	-6	-9
O=C1CC(N2CCN(c3ccc(S(=O)(=O)N4CCCC4)cc3)CC2)C(=O)N1c1ccc(F)cc1 (stereo unspecified)	8	-11	1	-11
CCN(CC)C(c1ccc(F)cc1)c1nnnn1CC1CCCO1 (stereo unspecified)	14	23	24	23
Cc1occc1C(=O)NCCc1ccc(Cl)cc1	12	10	15	10
Cc1[nH]c2ccc(-c3n[nH]c(=S)n3C)cc2c1C	23	12	12	12
O=C(NC1CC2CCCC(C1)N2C(=O)NCc1ccccc1)C1CC1 (stereo unspecified)	21	28	20	28
Nc1nnc(SCc2ccccc2Cl)s1	17	14	17	14
CC(C)(C)n1nnnc1CN(Cc1ccc(F)cc1)Cc1ccco1	-13	-9	12	-9
Cc1ccc(S(=O)(=O)Nc2ccc(N3CCOCC3)cc2)cc1	24	3	14	3
O=C1C(Cl)=C(NCCCN2CCOCC2)C(=O)N1CCc1ccccc1	-2	10	24	10
Cc1ccc(CNCc2cccnc2)cc1	·	·	17	11
Cc1ccc(S(=O)(=O)Cn2nnnc2C(c2ccc(F)cc2)N2CCCCC2)cc1 (stereo unspecified)	27	-10	-11	-10
O=C(OCC#CCSc1nnc(-c2ccc(Br)cc2)o1)c1ccco1	48	·	-19	0
CCS(=O)(=O)Nc1c(C(=O)O)[nH]c2ccccc12	10	·	5	0
CC(NC(=O)c1ccccc1)c1nc2ccccc2n1Cc1ccccc1F (stereo unspecified)	32	-26	-6	-26
COCCNC(=O)CC(c1ccccc1)c1ccccc1	18	16	18	16
O=C1c2ccccc2-c2ncnc3cccc1c23	37	-19	-16	-19
COc1ccc(-n2nnnc2SCC(N)=O)cc1	18	12	-12	12
CCn1c(-c2nn(C)c(C)c2Cl)n[nH]c1=S	19	11	24	11

A portion of the library. The share of hits here may be higher or lower than overall.
